# BRCA1 expr act: increases BRCA1 expression. MCF7-BRCA1-FFLuc reporter, luminescence, 48 h; response scale: scaled: vehicle 0%, 10 µM genistein 100%. Potency, µM (top dose mostly 46.1 µM), for inactives: top-dose activation, actives largely listed as activators. actives 1.1% (n = 380,000); further: nearly all actives have a fitted effect of over 80% in size; some results filed as inactive show a strong effect at the top dose
#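 Activators of BRCA1 expression were detected as increased firefly luciferase luminescence in engineered MCF7 cells after 48 h compound incubation. Signals were scaled to genistein 10 microM as full activation.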
# p53 reactivation: re-activators of mutant p53; AID 504706; Potency, µM (series often up to 92.2 µM), for inactives: at the highest dose activity change, positive = activation, hits mostly activators; H1299 p53-A138V BP100-luciferase reporter, luminescence, 24 h; actives 0.063% (n = 320,000); further: % of control where 0% means no effect; nearly all actives have a fitted effect of over 45% in size
#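 p53-null H1299 cells stably carrying temperature-sensitive p53-A138V and a BP100-luciferase reporter were pinned with compounds (4-point, 1:5 series) and held 24 hrs at 37 deg C. Luminescence was read 10 min after detection reagent.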
# RORg inh: inhibitors of mouse ROR gamma transcriptional activity; P51450; Drosophila S2 Gal4-RORgamma UAS-luciferase reporter, 20 h; Potency, µM (series often up to 53.6 µM), inactives show at the top dose activity change, negative = inhibition, most hits filed as inhibitors; actives 5.4% (n = 310,000); further: on the % scale 0 is the no-effect control and ±100 the full control effect; nearly all actives have a fitted effect of over 60% in size
# Target sequence (P51450 whole entry, looked up, the tested form may be a part): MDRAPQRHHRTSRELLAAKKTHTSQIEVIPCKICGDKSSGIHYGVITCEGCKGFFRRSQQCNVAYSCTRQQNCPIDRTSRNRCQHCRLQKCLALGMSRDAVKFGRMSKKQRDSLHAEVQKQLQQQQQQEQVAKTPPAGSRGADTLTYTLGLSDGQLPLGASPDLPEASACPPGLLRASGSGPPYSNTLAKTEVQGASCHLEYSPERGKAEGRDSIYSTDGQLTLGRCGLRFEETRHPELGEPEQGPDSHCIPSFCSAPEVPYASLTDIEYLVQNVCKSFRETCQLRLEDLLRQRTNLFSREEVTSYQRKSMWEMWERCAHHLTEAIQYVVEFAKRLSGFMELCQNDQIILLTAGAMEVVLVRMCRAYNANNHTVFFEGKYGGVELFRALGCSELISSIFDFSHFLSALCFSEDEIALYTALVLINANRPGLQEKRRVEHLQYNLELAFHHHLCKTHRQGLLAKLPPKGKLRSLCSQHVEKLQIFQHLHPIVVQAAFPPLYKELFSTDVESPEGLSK
#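 Drosophila S2 cells stably expressing Gal4-DBD/mouse RORγ fusion under metallothionein promoter plus UAS-luciferase; compound 1 h, then 700 uM CuSO4 induction for 20 h at ambient temperature; inhibition read as reduced luminescence.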
# Rab9 prom act: activators of Rab9 promoter | Huh7 Rab9 promoter-luciferase reporter, luminescence, 24 h | Potency, µM (top dose mostly 9.22 µM), inactives show top-dose activation, negative = inhibition, usual class: activators | actives 2.8% (n = 320,000); further: % of control where 0% means no effect; nearly all actives have a fitted effect of over 60% in size
#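 Measured in stably transfected Huh7 cells bearing a Rab9 promoter–luciferase construct: 24 h compound treatment at 37 °C, followed by luminescence detection.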
# MBNL1-CUG inh: blocks human MBNL1 binding to CUG repeat RNA. Q9NR56. TR-FRET MBNL1-His/biotin-(CUG)12 binding, 665/545 ratio. Potency, µM (doses to about 57.5 µM), for the others: top-dose activity change, negative = inhibition, hits mostly inhibitors. actives 0.036% (n = 280,000); active means well fitted inhibition curve with a large enough effect in the signal ratio, with a control signal flat, not every such curve was filed as active; inconclusive means small, poorly fitted or top-dose-only effect, or effect the other way, or a change in a side signal; inactive means no such curve, though single readings can be large or run the other way; the % refers to the signal ratio; further: on the % scale 0 is the no-effect control and ±100 the full control effect
#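 Compound titration spanned 92 nM–58 uM against the MBNL1-His/biotin-(CUG)12 complex. After 60 min at room temperature with 5 nM streptavidin-XL665 and 0.055 ng/ul terbium anti-His, ratiometric 665/545 nm emission (Ex 340 nm) normalized to controls.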
# NPC1 promoter act: activators of NPC1 promoter | Potency, µM (doses to about 9.22 µM), for the others: top-dose activation, hits mostly activators | Huh7 NPC1 promoter luciferase reporter, 24 h | actives 2.4% (n = 320,000);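 further: % of control where 0% means no effect; nearly all actives have a fitted effect of over 60% in size; reporter is driven by a mutant NPC1 promoter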
#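 NPC1 promoter–luciferase Huh7 cells; 24 h compound; luminescence.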
# uPA generation: blocks generation of uPA at the cell surface. cell surface uPA generation assay, qHTS. Potency, µM (titrated, usually from 38.3 µM), inactives show at the highest dose activity change, negative = inhibition, usual class: inhibitors. actives 0.31% (n = 330,000); active means well fitted inhibition curve with a large enough effect; inconclusive means small, poorly fitted or top-dose-only effect; inactive means no such curve, though single readings can be large or run the other way; tested in mouse RAW 264.7 cells; further: on the % scale 0 is the no-effect control and ±100 the full control effect; nearly all actives have a fitted effect of over 55% in size
# FLuc counter: inhibits or activates purified firefly luciferase, miR-21 counter-screen. purified FLuc, Km substrates, luminescence inhibition. Potency, µM (highest dose often 57.5 µM), for inactives: at the top dose activity change, negative = inhibition, most hits filed as inhibitors. actives 6.9% (n = 360,000). AID 588342;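 further: plate controls were vehicle for no effect and reference inhibitor for full effect; nearly all actives have a fitted effect of over 55% in size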
# Target sequence (P08659 whole entry, looked up): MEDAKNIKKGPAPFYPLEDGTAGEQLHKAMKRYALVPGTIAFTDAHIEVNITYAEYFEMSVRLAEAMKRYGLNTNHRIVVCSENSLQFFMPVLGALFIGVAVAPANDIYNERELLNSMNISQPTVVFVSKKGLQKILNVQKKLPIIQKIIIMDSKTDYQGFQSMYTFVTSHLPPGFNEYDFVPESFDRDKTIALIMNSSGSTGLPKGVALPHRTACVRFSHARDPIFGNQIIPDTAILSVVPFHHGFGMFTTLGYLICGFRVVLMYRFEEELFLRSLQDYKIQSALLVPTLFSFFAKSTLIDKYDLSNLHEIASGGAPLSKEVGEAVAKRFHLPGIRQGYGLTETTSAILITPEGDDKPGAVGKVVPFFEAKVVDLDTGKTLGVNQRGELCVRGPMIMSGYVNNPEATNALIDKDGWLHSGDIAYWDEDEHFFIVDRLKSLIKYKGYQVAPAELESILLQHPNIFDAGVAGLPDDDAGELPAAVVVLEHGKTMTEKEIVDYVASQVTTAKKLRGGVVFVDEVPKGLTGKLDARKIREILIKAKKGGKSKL
#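 Biochemical qHTS of compounds, final roughly 60 µM downward over six points, against 10 nM purified firefly luciferase using Km concentrations of substrates (10 uM D-luciferin, 10 uM ATP) in Tris acetate pH 7.5 buffer; luminescence output.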
# VP16 counter: inhibits Gal4-VP16 luciferase reporter, ROR gamma counter-screen; actives 3.5% (n = 310,000); Drosophila S2 Gal4-VP16 UAS-luciferase, luminescence, 20 h; Potency, µM (titrated, usually from 53.6 µM), without a hit: at the highest dose activity, negative = inhibition, hits mostly inhibitors; AID 2546;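 further: Gal4-VP16 expression switched on by copper sulfate through the metallothionein promoter; on the % scale 0 is the no-effect control and ±100 the full control effect; nearly all actives have a fitted effect of over 50% in size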
# ELG1 genotoxic: inducers of genotoxicity in HEK293T ELG1-luciferase cells | AID 504466 | Potency, µM (highest dose often 46 µM), for the others: at the highest dose activity change, positive = activation, hits mostly activators | actives 1.3% (n = 330,000) | HEK293T ELG1-luciferase reporter, luminescence, 16 h; further: % of control where 0% means no effect; nearly all actives have a fitted effect of over 60% in size
#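 After overnight (16 hr) compound treatment at 37 °C, ELG1-luciferase HEK293T cells were lysed with ONE-Glo; luminescence quantified 30 min later at room temperature.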
# * hit, by the source's call; ? = inconclusive; · = not tested or not shown; & = joins results of further samples; [ ] = another dose, or the depositor's remark. Unless noted, the call rests on the fitted dose curve; in most records, active means well fitted curve in the direction sought with a large enough effect; inconclusive means small, poorly fitted or top-dose-only effect, or another doubt; inactive means no such curve, though single readings can be large; an effect the other way counts as inactive or inconclusive. Potency means the concentration at half of the fitted maximal effect.
SMILES,BRCA1 expr act,p53 reactivation,RORg inh,Rab9 prom act,MBNL1-CUG inh,NPC1 promoter act,uPA generation,FLuc counter,VP16 counter,ELG1 genotoxic
COc1ccc(-c2coc3cc(O)ccc3c2=O)cc1OC,?,?,24%,?,-2%,?,-11%,19µM*,10%,?
COc1cccc(C2=NN(C(=O)c3ccc(C)o3)C(O)(C(F)(F)F)C2)c1 (stereo not drawn),-34%,-3%,-79%,3%,-3%,-4%,·,?,?,-7%
Cc1ccccc1OCCNC(=O)/C=C/c1ccccc1,17%,14%,21%,-5%,8%,-6%,-2%,-19%,25%,-3%
O=C(CS(=O)c1ccc(F)cc1)N1CCOCC1 (stereo not drawn),0%,3%,11%,2%,3%,1%,2%,-2%,1%,-1%
Cc1cc(C(=O)N/N=C2\CCCC(C)C2)n[nH]1 (stereo not drawn),23%,15%,17%,-6%,0%,-1%,8%,0%,-5%,1%
O=C(O)CSc1ccc2ccccc2n1,17%,2%,-7%,-4%,?,2%,7%,1%,-1%,-2%
COc1ccccc1C(=O)NCCNC(=O)c1ccco1,0%,-6%,2%,1%,-1%,-2%,1%,2%,-6%,0%
CCc1cc(C(=O)Nc2cc(S(=O)(=O)N(C)C)ccc2C)sc1C,-16%,-6%,17%,-2%,-8%,-6%,6%,-2%,-2%,-11%
Nc1c(S(=O)(=O)c2ccccc2)c2nc3ccccc3nc2n1Cc1ccco1,-39%,-7%,?,0%,21%,-1%,5%,-3%,?,-4%
Cc1ccc(S(=O)(=O)N2CCN(CC(=O)NC3CCCc4ccccc43)CC2)cc1C (stereo not drawn),-42%&-44%,-3%,11%,-3%,-4%,0%,1%&5%,0%,-2%,-19%
COc1cc(CNC(C)(C)C)cc(Br)c1OCc1cccs1,-5%,-21%,-6%,2%,-12%,-4%,-2%,3%,15%,0%
CCc1ccccc1NS(=O)(=O)c1ccc(OC)c2ncccc12,-11%,-3%,31%,0%,7%,-1%,11%,-1%&2%,0%,-8%
COc1ccc(OC)c(CN2CCCC(CCC(=O)N(C)CCc3ccccn3)C2)c1 (stereo not drawn),1%,0%,1%,-3%,-17%,-1%,-9%,-1%,-11%,0%
CCOC(=O)N1CCN(Cc2nc(-c3ccc(Cl)cc3)no2)CC1,-15%,-5%,?,3%,10%,-3%,-1%,2%,-4%,-7%
O=C(CSc1nc2ccc(Cl)cc2[nH]1)NC1CCCC1,-31%,9%,22%,0%,3%,-3%,11%,3%,1%,2%
Cc1cc(Cl)c(S(=O)(=O)N2CCN(c3ccc(F)cc3)CC2)cc1OCC(=O)NC1CCCCC1,-79%,2%,20%,-23%,5%,-29%,-15%,5%,0%,-17%
COc1cc2nc(C3CCC3)n(NC(=O)C3CCC(OC)CC3)c(=O)c2cc1OC (stereo not drawn),-13%,-11%,-2%,-1%,3%,0%,-10%,0%,-3%,-1%
COc1ccc(Cl)cc1N(CC(=O)Nc1ccc2c(c1)OCO2)S(C)(=O)=O,-1%,-15%,20%,12%,3%,-1%,-3%,-2%,-4%,-1%
COc1ccc(C)cc1NC(=O)C1CCN(S(=O)(=O)c2cccc3cccnc23)CC1,6%,-19%,10%,0%,35%[activator],-2%,10%,-5%,-4%,-10%
Cc1ccc(CS(=O)(=O)CCC(=O)NCc2ccccn2)cc1,2%,2%,-8%,13%,-1%,-5%,2%,-2%,-7%,-1%
CC(C)c1ccc(NC2CCCN(C(=O)c3ccc4nccnc4c3)C2)cc1 (stereo not drawn),-21%,1%,3%,4%,8%,-3%,-1%,2%,16%,1%
CCN(CC(=O)NCc1ccc(Cl)cc1)C(=O)CCC(=O)c1ccc(C)cc1,2%,-2%,·,0%,·,0%,-1%,4%,·,0%
CCC(NC(=O)CCC(=O)N1CCN(S(=O)(=O)c2ccc(C)cc2)CC1)c1ccc(C)cc1 (stereo not drawn),1%,-3%,·,-7%,·,-10%,-1%,1%,·,-1%
O=C(O)c1cccc(-n2nc(-c3ccc(Cl)c([N+](=O)[O-])c3)c3ccccc3c2=O)c1,-2%,-2%,25%,1%,?,4%,3%,-13%,21%,13%
Cc1cccnc1Nc1nc(-c2ccc(F)cc2)cs1,23%,·,?,2.8µM*,0%,1.4µM*,5%,2.7µM*,?,13µM*
C[C@H]1CC[C@H]2C(=O)N3[C@H](c4ccccc4Br)[C@@H](C)CC[C@H]3C(=O)N2[C@@H]1c1ccccc1Br,·,-2%,?,-2%,16%,-2%,·,4%,-22%,0%
FC(F)(F)c1cccc(N2CCN(c3nnnn3-c3ccccc3)CC2)c1,2%,5%,?,-2%,-1%,-3%,4%,0%,-10%,-3%
Cn1c(C(=O)NCCc2ccccc2)cc(=O)n(C)c1=O,5%,-3%,7%,-1%,1%,-2%,1%,-3%,8%,7%
CN(C(=O)COC(=O)CNC(=O)c1sc2ccccc2c1Cl)C1CCS(=O)(=O)C1 (stereo not drawn),2%,26%,·,·,·,·,3%,·,·,-2%
CCN1CCN(CCCNC(=O)C2CCN(c3nnc(-n4cccc4)s3)CC2)CC1,0%,16%,-18%,1%,-1%,-2%,7%,4%,2%,6%

# Arranged by molecular weight (descending): part of the list above.
SMILES,BRCA1 expr act,p53 reactivation,RORg inh,Rab9 prom act,MBNL1-CUG inh,NPC1 promoter act,uPA generation,FLuc counter,VP16 counter,ELG1 genotoxic
O=C(O)c1cccc(-n2nc(-c3ccc(Cl)c([N+](=O)[O-])c3)c3ccccc3c2=O)c1,-2%,-2%,25%,1%,?,4%,3%,-13%,21%,13%
COc1cc2nc(C3CCC3)n(NC(=O)C3CCC(OC)CC3)c(=O)c2cc1OC (stereo not drawn),-13%,-11%,-2%,-1%,3%,0%,-10%,0%,-3%,-1%
CCN(CC(=O)NCc1ccc(Cl)cc1)C(=O)CCC(=O)c1ccc(C)cc1,2%,-2%,·,0%,·,0%,-1%,4%,·,0%
CC(C)c1ccc(NC2CCCN(C(=O)c3ccc4nccnc4c3)C2)cc1 (stereo not drawn),-21%,1%,3%,4%,8%,-3%,-1%,2%,16%,1%

# Continuation:
SMILES,BRCA1 expr act,p53 reactivation,RORg inh,Rab9 prom act,MBNL1-CUG inh,NPC1 promoter act,uPA generation,FLuc counter,VP16 counter,ELG1 genotoxic
CCc1ccc(N2C(=O)CN(Cc3sccc3C)C2=S)cc1,-2%,9%,18%,-3%,-2%,8%,4%,?,-6%[10 µM],-7%
CC(=O)c1ccc(C(=O)NC2CC(C)(C)Cc3c2cnn3-c2ccccc2)cc1 (stereo not drawn),-33%,-22%,12%,-4%,-2%,9%,10%,-15%,3%,0%
COc1ccc(N(C)S(=O)(=O)c2cccc(C(=O)Nc3cc(OC)ccc3OC)c2)cc1,0%,-3%,23%,-10%,3%,-2%,2%,6%,-3%[10 µM],-8%
O=C(CN1CCCCC1)Nc1cccc(Cl)c1,8%,15%,24%,16%,·,-2%,-3%,-1%,-1%,12%
Cc1c(C(=O)N(C)CCc2cnn(C)c2)oc2c(F)cccc12,4%,-6%,-44%,-1%,-3%,0%,6%,-2%,1%,14%
CC(C)CCNC(=O)C(c1ccc(O)cc1)N(Cc1ccco1)C(=O)CCC(=O)Nc1nccs1 (stereo not drawn),-11%,-3%,5%,-5%,-1%,0%,3%,2%,-7%,-11%
Cc1cc(C(=O)OCC(=O)NCc2ccccc2Cl)c(C)o1,21%,8%,30%,11%,-1%,-6%,1%,-18%,-7%,1%
Cc1ccccc1NC(=S)NC(=O)c1cncc(Br)c1,-2%,-1%,?,-2%,-8%,0%,2%,-4%,?,-4%
O=C(Nc1ccc2c(c1)CCCN2C(=O)c1cccs1)c1c(F)cccc1Cl,-20%,-10%,20%,-5%,3%,-3%,?,-3%,-7%,-12%
CCOc1ccc(C(CC(=O)O)NC(=O)COc2ccccc2)cc1OC (stereo not drawn),11%,-3%,-9%,-4%,-13%,-2%,2%,-8%,0%,4%
O=C(CCSCCc1ccccn1)Nc1c(F)c(F)c(F)c(F)c1F,-24%,3%,8%,-4%,·,-1%,-1%,7%,-11%,-2%
CC(C)c1ccc2oc(=O)cc(CN3CCN(c4ccc(F)cc4)CC3)c2c1,-51%,?,-17%,-3%,1%,-2%,2%,0%,6%,-12%
CCOc1ccc(C(=O)CCC(=O)NNC(=O)c2ccncc2)cc1,12%,4%,·,-6%,·,2%,-1%,-18%,·,0%
O=C(c1ccc(C(F)(F)F)cc1)C1CCCN(Cc2cccn2-c2ncccn2)C1 (stereo not drawn),0%,-4%,-10%,12%,-3%,-1%,-2%,5%,4%,-7%
O=C(O)CC1=C(O)C(=O)N(c2ccccc2)C1c1ccc(Br)cc1 (stereo not drawn),2%,-2%,0%,-5%,-4%,-3%,-1%,6%,-2%,1%
Cc1ccccc1OCC(=O)Nc1ccc(N2CCOCC2)cc1N1CCOCC1,-15%,-10%,·,0%,·,-7%,1%,-1%,·,0%
COc1ccc(CN2CCn3nc(C(=O)NC4CC4)cc3C2=O)cc1,1%,2%,2%,-1%,-10%,1%,3%,-1%,3%,3%
CCNS(=O)(=O)c1ccc(Br)c(C(=O)OC(C)C(=O)NCC2CCCCC2)c1 (stereo not drawn),-7%,7%,·,-3%,·,-3%,-11%,5%,·,2%
CCOc1cccc(N2C(=O)CC(NNC(=O)c3ccc(Br)o3)C2=O)c1 (stereo not drawn),-5%,6%,1%,-1%,-3%,-2%,-2%,6%,3%,0%
CCOc1ccc(N/C(SC)=C(/C#N)C(N)=O)cc1,-20%,6%,-6%,-5%,4%,3%,-18%,-3%,1%,1%
COc1ccc(C)cc1S(=O)(=O)N1CCC2(CC1)OCCN2S(=O)(=O)c1ccccc1,-16%,3%,·,-7%,·,-3%,-7%,7%,·,2%
